Pin1 inhibitor: qHTS Assay to Find Inhibitors of Pin1 | Peptidyl-prolyl cis-trans isomerase NIMA-interacting 1 (Homo sapiens), Q13526 | Pin1 FP peptide displacement, HiFluor488, 10 min | actives 0.009% (n = 390,000) | AID 504891, 2011 | Potency, µM (highest dose often 115 µM), for the others: at the highest dose activity, negative = inhibition, actives largely listed as inhibitors; active means well fitted inhibition curve with a large enough effect in the polarisation, with a control signal flat, not every such curve was filed as active; inconclusive means small, poorly fitted or top-dose-only effect, or effect the other way, or a change in a side signal; inactive means no such curve, though single readings can be large or run the other way; the % refers to the polarisation; further: potency means the concentration at half of the fitted maximal effect; on the % scale 0 is the no-effect control and ±100 the full control effect
Target sequence (Q13526 whole entry, looked up): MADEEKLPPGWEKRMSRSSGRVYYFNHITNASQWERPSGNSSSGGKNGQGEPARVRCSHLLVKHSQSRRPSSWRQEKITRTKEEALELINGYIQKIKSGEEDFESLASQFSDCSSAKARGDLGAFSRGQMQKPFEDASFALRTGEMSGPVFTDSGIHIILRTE
G9a inh: qHTS Assay for Inhibitors of Histone Lysine Methyltransferase G9a; Histone-lysine N-methyltransferase EHMT2 (Homo sapiens), Q96KQ7; G9a H3K9 monomethylation, AlphaScreen, 2 h; Potency, µM (titrated, usually from 102 µM), for inactives: at the top dose activity, negative = inhibition, usual class: inhibitors; actives 8.8% (n = 350,000); AID 504332, 2011; further: potency means the concentration at half of the fitted maximal effect; on the % scale 0 is the no-effect control and ±100 the full control effect; nearly all actives have a fitted effect of over 75% in size
Target sequence (Q96KQ7 913-1193 limits assumed): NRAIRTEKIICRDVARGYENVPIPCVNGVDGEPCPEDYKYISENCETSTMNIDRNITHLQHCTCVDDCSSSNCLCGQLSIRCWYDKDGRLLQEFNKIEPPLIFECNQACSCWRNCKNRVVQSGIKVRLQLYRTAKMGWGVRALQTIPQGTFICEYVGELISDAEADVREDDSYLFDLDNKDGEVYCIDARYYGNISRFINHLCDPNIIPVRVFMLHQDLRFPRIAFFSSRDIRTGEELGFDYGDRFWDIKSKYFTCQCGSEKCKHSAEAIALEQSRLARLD
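AlphaScreen read-out: biotin-H3K9 peptide (500 nM) methylation by 20 nM enzyme with 20 uM SAM, 2 h at room temperature after 15 min compound preincubation; anti-monomethyl H3K9 antibody plus donor/acceptor beads, 10 min dark.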
POLH inh: qHTS for Inhibitors of Polymerase Eta; DNA polymerase eta (Homo sapiens), Q9Y253; recombinant Pol eta, fluorescent DNA replication assay; Potency, µM (top dose mostly 114 µM), without a hit: top-dose activity change, negative = inhibition, most hits filed as inhibitors; actives 1.2% (n = 390,000); AID 588591, 2011; further: potency means the concentration at half of the fitted maximal effect; on the % scale 0 is the no-effect control and ±100 the full control effect
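Pol eta at 10 nM preincubated with compounds 15 min at room temperature; reaction started with fluorescent substrate (50 nM final) and read kinetically at 0 and 10 min.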
PGK inhibitor: qHTS Assay to Find Inhibitors of Phosphoglycerate Kinase. Phosphoglycerate kinase, glycosomal (Trypanosoma brucei brucei), P07378. PGK/GAPDH coupled, Kinase-Glo luminescence, 60 min. Potency, µM (doses to about 57.5 µM), without a hit: at the highest dose activity change, negative = inhibition, actives largely listed as inhibitors. actives 0.043% (n = 380,000). AID 602233, 2012; further: potency means the concentration at half of the fitted maximal effect; on the % scale 0 is the no-effect control and ±100 the full control effect; nearly all actives have a fitted effect of over 60% in size
Target sequence (P07378 whole entry, looked up): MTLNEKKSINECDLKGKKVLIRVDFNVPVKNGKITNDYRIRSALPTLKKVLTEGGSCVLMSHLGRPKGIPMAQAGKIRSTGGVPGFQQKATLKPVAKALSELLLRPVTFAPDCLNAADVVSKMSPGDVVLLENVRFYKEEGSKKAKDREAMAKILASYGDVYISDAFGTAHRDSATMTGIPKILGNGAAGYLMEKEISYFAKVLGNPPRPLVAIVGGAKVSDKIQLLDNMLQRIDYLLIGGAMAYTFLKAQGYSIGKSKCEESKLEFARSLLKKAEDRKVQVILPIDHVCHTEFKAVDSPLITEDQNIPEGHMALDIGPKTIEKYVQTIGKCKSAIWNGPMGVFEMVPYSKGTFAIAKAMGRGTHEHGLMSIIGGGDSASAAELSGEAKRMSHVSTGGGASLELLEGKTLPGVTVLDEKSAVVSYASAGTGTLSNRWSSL
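Luminescent ATP detection (Kinase-Glo Plus) follows a 60-minute room-temperature incubation, with wells lacking PGK as controls. Buffer: 100 mM TEA (pH 7.6), 5 mM MgCl2, 0.01% Tween-20. Coupling enzyme GAPDH (100 nM final) supplies unstable 1,3-BPG in-well.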
HP1b binding inh: HTS for Inhibitors of HP1-beta Chromodomain Interactions with Methylated Histone Tails. Chromobox protein homolog 1 (Homo sapiens), P83916. AlphaScreen HP1-beta / biotin-H3K9me3 peptide binding. Potency, µM (titrated, usually from 114 µM), without a hit: at the highest dose activity change, negative = inhibition, hits mostly inhibitors. actives 0.56% (n = 390,000). AID 540317, 2011; further: potency means the concentration at half of the fitted maximal effect; nearly all actives have a fitted effect of over 70% in size; inactives centre near 23
Target sequence (P83916 whole entry, looked up): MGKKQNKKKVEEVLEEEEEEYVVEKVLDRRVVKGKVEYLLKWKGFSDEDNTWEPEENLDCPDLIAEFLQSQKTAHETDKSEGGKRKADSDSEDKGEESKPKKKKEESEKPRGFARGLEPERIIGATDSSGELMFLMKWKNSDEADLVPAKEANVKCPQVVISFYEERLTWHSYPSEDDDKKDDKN
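AlphaScreen: HP1-beta (50 nM) preformed 30 min with biotin-H3(1-18)K9me3 peptide (50 nM) in PBS pH 7.4, 0.01% Tween-20. Compound added for 30 min at RT, then streptavidin donor/nickel chelate acceptor beads (10 ug/mL) for 30 min.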
BAZ2B inh: qHTS Assay for Inhibitors of BAZ2B | AlphaScreen BAZ2B-H3K14Ac peptide displacement | actives 4.4% (n = 360,000) | Bromodomain adjacent to zinc finger domain protein 2B (Homo sapiens), Q9UIF8 | Potency, µM (titrated, usually from 114 µM), for inactives: at the top dose activity change, negative = inhibition, actives largely listed as inhibitors; further: potency means the concentration at half of the fitted maximal effect; on the % scale 0 is the no-effect control and ±100 the full control effect; nearly all actives have a fitted effect of over 60% in size
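Multi-concentration screen (max 110 uM) measuring displacement of acetylated histone H3 peptide from BAZ2B by AlphaScreen, using 50 nM protein, 50 nM peptide and 10 ug/mL streptavidin donor plus Ni-chelate acceptor beads.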
JMJD2A Tudor: qHTS Assay for Inhibitors of JMJD2A-Tudor Domain; AlphaScreen JMJD2A-Tudor / H3K4me3 peptide binding; Potency, µM (doses to about 114 µM), for the others: top-dose activity change, negative = inhibition, actives largely listed as inhibitors; actives 4.4% (n = 390,000); AID 504339, 2011; further: potency means the concentration at half of the fitted maximal effect; on the % scale 0 is the no-effect control and ±100 the full control effect; nearly all actives have a fitted effect of over 50% in size
PI4K2A block: qHTS for small molecular inhibitors of PI4K2A; Phosphatidylinositol 4-kinase type 2-alpha (Homo sapiens), Q9BTU6; purified PI4K2A, ADP-Glo luminescence, 1 h; stronger effect = lower value; activity change, negative = inhibition, % at 76.9 µM; actives 0.13% (n = 420,000); in the data active means activity change below about -50%; inconclusive means mostly about -30% to -49%;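 further: -100% = wells without enzyme as full effect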
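PI4K2A activity was measured by ADP-Glo luminescence: enzyme (4 ug/mL stock) and phosphatidylinositol (1.2 mM stock) in Tris pH 7.5/MgCl2/EGTA/Triton X-100 buffer were reacted with ATP (300 microM stock) for one hour at ambient temperature.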
GLS inhibitor: qHTS for Inhibitors of Glutaminase (GLS) | GLS enzymatic activity, qHTS titration | Potency, µM (top dose mostly 45.5 µM), for inactives: at the highest dose activity change, negative = inhibition, actives largely listed as inhibitors | actives 0.21% (n = 410,000); further: potency means the concentration at half of the fitted maximal effect; on the % scale 0 is the no-effect control and ±100 the full control effect
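Compounds were pin-transferred onto hKGA, after which L-glutamine (1 mM solution) and a detection mix of glutamate oxidase, HRP and Amplex Red were added. Initial and 30 min RT fluorescence reads were collected.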
* marks the source's active call; other numbers are inactive results; i = inactive; ? = inconclusive; nt = not tested or not shown; [ ] = remark or other dose. Unless noted, the call rests on the fitted dose curve; in most records, active means well fitted curve in the direction sought with a large enough effect; inconclusive means small, poorly fitted or top-dose-only effect, or another doubt; inactive means no such curve, though single readings can be large; an effect the other way counts as inactive or inconclusive. Not all compounds are listed; rates above refer to the full screens.

The first 2 compounds, to show the layout:
GLS inhibitor	Pin1 inhibitor	PGK inhibitor	BAZ2B inh	JMJD2A Tudor	PI4K2A block	G9a inh	HP1b binding inh	POLH inh	compound
-6%	-2%	i	-30%	-16%	-1	-14%[59 µM]	56%[activator]	-12%	CC(C)c1nc2n(n1)C1(CCCCC1)[C@@H]1CCCC[C@@H]1N2
0%	nt	-9%	nt	nt	0	nt	nt	-1%	Cc1ccc([C@H]2N[C@]3(CCCN(Cc4ccco4)C3=O)[C@H]3C(=O)N(Cc4ccccc4)C(=O)[C@@H]23)cc1

The list itself, repeating the preview:
GLS inhibitor	Pin1 inhibitor	PGK inhibitor	BAZ2B inh	JMJD2A Tudor	PI4K2A block	G9a inh	HP1b binding inh	POLH inh	compound
-6%	-2%	i	-30%	-16%	-1	-14%[59 µM]	56%[activator]	-12%	CC(C)c1nc2n(n1)C1(CCCCC1)[C@@H]1CCCC[C@@H]1N2
0%	nt	-9%	nt	nt	0	nt	nt	-1%	Cc1ccc([C@H]2N[C@]3(CCCN(Cc4ccco4)C3=O)[C@H]3C(=O)N(Cc4ccccc4)C(=O)[C@@H]23)cc1
9%	123%[activator]	-11%	-14%	-12%	-2	2%[59 µM]	20%	-12%	O=S(=O)(c1ccc(Cl)cc1)c1nnn2c1nc(NC1CCCC1)c1sccc12
?	-3%	i	-32%	-22%	-2	-35%	19%	2%	N#CCSc1nc2c(c(=O)n1Cc1ccco1)C1(CCCC1)Cc1ccccc1-2
1%	-9%	1%	-11%	-17%	4	4%[59 µM]	24%	-12%	CC(N=c1ccccn1C(=O)Nc1cccc(C(F)(F)F)c1)c1ccco1 (centres undefined)
1%	75%[activator]	-12%	nt	?	-6	nt	39%[activator]	-11%	C[C@@H]1CN([C@@H](C)CO)C(=O)c2cc(NC(=O)CCC(F)(F)F)ccc2O[C@H]1CN(C)Cc1ccc(Cl)c(Cl)c1
0%	?	2%	25µM*	?	7	?	-37%	0%	O=C1C(Br)=Cc2cccc3cccc1c23
-3%	nt	-9%	nt	nt	2	nt	nt	-3%	CCCCN1C(=O)C(CC(=O)NCCCN(C)C)CC(C(=O)N(CC)CC)=C1C (centres undefined)
11%	4%	3%	-10%	-6%	2	-24%	27%	0%	OC(CN1C2=NCCCN2c2ccccc21)c1ccc2c(c1)OCO2 (centres undefined)
4%	0%	-3%	-16%	-33%	4	9%[12.7 µM]	9%	0%	COc1cc(OC)cc(C(=O)N[C@H](C(=O)OCC(=O)NC(=O)c2cccn2C)C(C)C)c1
42%[activator]	?	-5%	5%	-9%	-1	42%[0.501 µM]	18%	8%	CNC(=S)N1CCN(c2ccccc2OC)CC1
1%	14%	1%	-30%	-15%	-6	-27%[59 µM]	34%	-8%	O=C(NCc1ccccc1Cl)c1ccc(Cn2c(=O)c3cccn3c3cccnc32)cc1
-2%	11%	-6%	-37%	-26%	2	28%[2.33 µM]	24%	-22%	COc1ccc(-c2c(-c3cc(OC)cc(OC)c3)n(C)c3ccc(Br)cc23)cc1
1%	-2%	-6%	5%	-18%	2	?	-1%	-15%	Cc1nc([N+](=O)[O-])cn1CC(O)c1ccccc1 (centres undefined)
-11%	-11%	-9%	nt	-8%	-6	nt	31%	-10%	Nc1nc(NC2CCCC2)cc(=O)[nH]1
9%	2%	-3%	4%	-4%	5	-2%[59 µM]	61%[activator]	-25%	COc1ccc(Cl)cc1NC(=O)Nc1c[nH]c(=O)[nH]c1=O
-13%	-5%	-4%	0%	-16%	-8	1%[59 µM]	38%	-19%	CCSc1nc2c(c(=O)[nH]c(=O)n2C)n1CC(O)COc1ccc(Cl)cc1 (centres undefined)
-4%	-1%	2%	0%	-11%	0	?	34%	-16%	COc1ccc(Cl)cc1NC(=O)CN(C)CC(=O)Nc1ccc(S(N)(=O)=O)cc1
-7%	-5%	-1%	12%	1%	15	?	60%[activator]	-16%	CSC1=NCCN1C(=O)c1cccs1
40%[activator]	-1%	0%	nt	-32%	3	nt	16%	2%	O=C(COC(=O)c1ccc[nH]c1=O)Nc1ccc(N2CCCCC2)cc1
20%	0%	-11%	2%	-11%	-7	8%[59 µM]	23%	4%	CC(C)NC(=O)Cn1nc(N2CCN(c3ccccc3)CC2)ccc1=O
4%	4%	-1%	-1%	-12%	2	-8%[59 µM]	15%	-1%	C=CCNC(=O)COc1ccc(Br)cc1Cl
-7%	5%	-3%	-24%	-29%	2	nt	9%	6%	Cc1c2cnn(CC(=O)NCCCN3CC(C)CC(C)C3)c(=O)c2c(C)n1Cc1ccccc1Cl (centres undefined)
13%	-1%	-6%	-7%	-7%	0	-28%[12.7 µM]	41%	-2%	COc1cc(NC(=O)c2ccc(Br)o2)c(C(=O)O)cc1OC
1%	0%	i	29%	-7%	6	?	55%[activator]	-10%	CCn1cc(/C=C(/C#N)S(=O)(=O)c2ccccc2)cn1
-4%	3%	-6%	-20%	-25%	6	8%[2.33 µM]	20%	-9%	O=C(CS(=O)(=O)c1cn(Cc2cccc(F)c2)c2ccccc12)N1CCOCC1
-3%	1%	-6%	nt	-6%	1	nt	42%[activator]	-23%	COc1ccc(C2CC(c3ccccc3Br)=NN2c2ccc(S(N)(=O)=O)cc2)cc1 (centres undefined)
24%	3%	-4%	-38%	-25%	4	?	4%	-5%	Cc1ccc(OCC(=O)Nc2cc(S(=O)(=O)N3CCOCC3)ccc2N2CCCC2)cc1
9%	4%	-1%	-27%	?	2	-50%[59 µM]	5%[57 µM]	-15%	Cc1ccc2scc(N3CCCCC3C)c(=O)c2c1 (centres undefined)
5%	-10%	-9%	0%	-1%	-2	?	53%[activator]	-18%	Cc1cc(NC(=O)n2ncc3c(C)cccc32)ccc1Br
11%	?	i	-3%	-11%	-2	33%	24%	?	CCOC(=O)c1ccc(NC(=S)NCCc2ccccc2)cc1
2%	nt	-3%	nt	nt	0	nt	nt	3%	COc1ccc(CCN2CC(C(=O)NCCCc3ccncc3)CCC2=O)cc1 (centres undefined)
-13%	?	i	-8%	0%	-13	8.9µM*	54%[activator]	-20%	O=S(=O)(Nc1nc2ccccc2nc1N1CCc2ccccc2C1)c1ccc(Br)cc1
0%	-16%	1%	?	1%	-7	6%[0.501 µM]	27%	-9%	Cc1ccc2c(CC(=O)N(CC3CCCO3)c3c(N)n(Cc4ccccc4)c(=O)[nH]c3=O)coc2c1 (centres undefined)
-9%	20%	-5%	11%	-5%	0	27%[0.0925 µM]	32%[activator]	-16%	CCOC(=O)c1cc(NC(=O)c2ccc(C)cc2)c(=O)oc1-c1ccccc1
2%	1%	-6%	-2%	-1%	1	15%[59 µM]	36%	-12%	O=C(NCCc1ccccc1)c1ccc2nc(N3CCCCC3)sc2c1
0%	27%	-6%	nt	-25%	0	nt	17%	-11%	CN(Cc1ccccc1)C(=O)c1cccc(NC(=O)Cc2ccc(NC(=O)C3CCCN(C(=O)c4ccccc4)C3)cc2)c1 (centres undefined)
5%	1%	-4%	-2%	-3%	-2	-13%[59 µM]	29%	-15%	COc1ccc(-n2ncc3c(NCC(C)C)ncnc32)cc1
1%	-2%	-9%	4%	-1%[57.1 µM]	4	11%	37%[activator]	-4%	CC(NC(=O)C1C2C=CC(C2)C1C(=O)O)c1ccccc1 (centres undefined)
12%	5%	-10%	-17%	-10%	-3	10%[12.7 µM]	51%[activator]	-5%	Cc1ccc(C)c(C2NC(=O)c3ccccc3N2)c1 (centres undefined)
1%	-1%	-4%	9%	?	3	?	12%	-10%	CCn1c(=O)cc(OCC(=O)N2CCCC2)c2ccccc21
-2%	2%	4%	-36%	?	3	-17%[2.33 µM]	?	-20%	COCCNC(=S)Nc1ccc(N2CCOCC2)c(S(=O)(=O)Nc2ccccc2OC)c1
2%	8%	-15%	5%	-26%	-7	?	27%	-9%	Cc1csc(NC(=O)c2cc3c(s2)CCCC3)n1
-24%	-2%	-2%	3%	-9%	6	nt	30%	-5%	Cc1nc(C(=O)NNC(=O)Nc2ccccc2)cs1
-1%	3%	-6%	-29%	-4%	-3	17%	34%	-15%	CCc1ccccc1NC(=O)c1cc(S(=O)(=O)N2CCc3ccccc32)cn1C
-7%	nt	-1%	nt	nt	-6	nt	nt	-9%	Cc1oc(-c2ccc(F)cc2F)nc1CN1CCN(C(=O)c2ccco2)CC1
6%	2%	-4%	-18%	-17%	-4	5%	31%	-14%	COCCn1cnnc1SCC(=O)Nc1cc(OC)c([N+](=O)[O-])cc1C
39%[activator]	0%	i	-5%	-30%	-5	-35%[59 µM]	-13%	-3%	COc1cc2c(cc1OC)C(C(=O)N1CCN(c3ccccc3)CC1)C(c1cccs1)N(C)C2=O (centres undefined)
-3%	nt	-6%	nt	nt	-6	nt	nt	?	Cc1ccc(S(=O)(=O)N2C[C@H]3N(C(=O)OC(C)C)N(C(=O)OC(C)C)C[C@H](OC(=O)NC4CCCC4)[C@@]3(O)C2)cc1
7%	17%	-1%	-2%	-2%	1	?	8%	8%	COc1ccc(NC(=O)c2ccc(Br)o2)c([N+](=O)[O-])c1

Compound activity from PubChem BioAssay.
